IP6K1 inhibitor: Primary qHTS assay for small molecule inhibitors of Inositol hexaphosphate kinase 1 (IP6K1); activity change, % (series mostly up to about 58 µM); actives 0.81% (n = 140,000); Inositol hexakisphosphate kinase 1 (Homo sapiens), Q92551; IP6K1 kinase, ADP-Glo luminescence, 2 h; hits give low values; in the data active means activity change below about -25%
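ADP-Glo luminescence measures ADP made by human IP6K1 during a 2 h RT reaction with ATP/IP6 (mix at 1.3 mM/130 uM); top library doses 57.5 and 19.1 uM final.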
SNCA expr inhib: Primary qHTS assay for inhibitors of alpha-synuclein gene (SNCA) expression; Potency, µM (titrated, usually from 57.2 µM), without a hit: top-dose activity change, negative = inhibition, actives largely listed as inhibitors; HEK-293 SNCA-luciferase knock-in, luminescence, 24 h; actives 0.17% (n = 140,000);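 further: potency means the concentration at half of the fitted maximal effect; plate controls were DMSO cells for no effect and cell-free wells for full effect; nearly all actives have a fitted effect of over 45% in size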
HEK cytotox: Cytotoxic Profiling in HEK 293 Cell Line of Diverse Libraries Using Quantitative High-Throughput Screening. Potency, µM (doses to about 115 µM), without a hit: at the highest dose activity change, negative = cytotoxicity, usual class: inhibitors. HEK 293 viability, ATP luminescence (CellTiter-Glo), 48-72 h. actives 6.6% (n = 94,000); further: potency means the concentration at half of the fitted maximal effect; nearly all actives have a fitted effect of over 60% in size
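qHTS cytotoxicity; HEK 293, 250 cells/well; compound pinned; 48 or 72 hr, 37 degree Celsius, 5% CO2, 95% humidity; CellTiter-Glo, 10 min RT; luminescence (ATP).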
SNCA viab count: GF-AFC viability counterscreen for inhibitors of alpha-synuclein gene (SNCA) expression | actives 0.12% (n = 150,000) | HEK-293-SNCA-luc viability, GF-AFC fluorescence, 24 h | Potency, µM (top dose mostly 57.1 µM), for the others: at the highest dose activity change, negative = cytotoxicity, hits mostly cytotoxic;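 further: potency means the concentration at half of the fitted maximal effect; 0% = DMSO-treated cells and -100% = medium-only wells without cells; nearly all actives have a fitted effect of over 30% in size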
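HEK-293-SNCA-luc cells (1500/well) plated 24 h, then exposed 24 h to a dilution series; GF-AFC added 30 min at 37C, fluorescence 405/540 nm; normalised to medium-only and DMSO wells, Hill fit.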
Luciferase inh: Firefly luciferase inhibition profiling of diverse chemical library using quantitative high-throughput screening | Luciferin 4-monooxygenase (Photinus pyralis), P08659 | actives 2.5% (n = 76,000) | purified P. pyralis luciferase, luminescence, biochemical | Potency, µM (doses to about 115 µM), for inactives: top-dose activity change, negative = inhibition, usual class: inhibitors; further: potency means the concentration at half of the fitted maximal effect; nearly all actives have a fitted effect of over 65% in size
Target sequence (P08659 whole entry, looked up): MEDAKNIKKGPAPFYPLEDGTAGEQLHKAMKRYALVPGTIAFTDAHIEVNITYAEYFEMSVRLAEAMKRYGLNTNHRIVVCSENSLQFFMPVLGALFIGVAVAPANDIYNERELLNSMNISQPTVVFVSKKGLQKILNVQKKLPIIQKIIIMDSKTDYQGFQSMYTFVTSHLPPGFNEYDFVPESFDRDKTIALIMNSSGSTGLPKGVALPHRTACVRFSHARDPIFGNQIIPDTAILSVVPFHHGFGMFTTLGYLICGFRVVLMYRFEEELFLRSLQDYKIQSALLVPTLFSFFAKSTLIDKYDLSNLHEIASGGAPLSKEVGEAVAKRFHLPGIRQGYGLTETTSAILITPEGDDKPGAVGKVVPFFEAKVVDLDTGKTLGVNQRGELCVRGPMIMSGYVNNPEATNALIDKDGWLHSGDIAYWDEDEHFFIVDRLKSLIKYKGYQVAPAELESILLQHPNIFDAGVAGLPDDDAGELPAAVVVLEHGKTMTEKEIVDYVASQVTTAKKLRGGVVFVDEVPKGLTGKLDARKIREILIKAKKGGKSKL
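Luminescence read by CCD imaging after purified firefly luciferase (10nM final) was added to substrate buffer holding 10uM D-luciferin and 10uM ATP, pH 7.5, pre-dosed with compound.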
NIH3T3 tox: Cytotoxic Profiling in NIH 3T3 Cell Line of Diverse Libraries Using Quantitative High-Throughput Screening. NIH 3T3 viability, CellTiter-Glo ATP luminescence, 48-72 h. Potency, µM (series often up to 96.7 µM), for the others: at the highest dose activity change, negative = cytotoxicity, usual class: inhibitors. actives 4.3% (n = 94,000). AID 1345082, 2018; further: potency means the concentration at half of the fitted maximal effect; nearly all actives have a fitted effect of over 55% in size
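First NIH 3T3 cells are plated at 400 cells/well; next compound is pinned in; then plates incubate 48 or 72 hr at 37 °C; finally CellTiter-Glo is added and luminescence read after 10 min.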
GPT2 inhibitor: Primary qHTS assay for inhibitors of Glutamate pyruvate transaminase 2 (GPT2). actives 0.25% (n = 100,000). Recombinant GPT2, coupled pyruvate oxidase/HRP Amplex Red fluorescence. Potency, µM (doses to about 57.7 µM), for inactives: at the highest dose activity change, negative = inhibition, actives largely listed as inhibitors. Alanine aminotransferase 2 (Homo sapiens), Q8TD30; further: potency means the concentration at half of the fitted maximal effect; nearly all actives have a fitted effect of over 60% in size; many of its hits are not listed in these tables
Target sequence (Q8TD30 whole entry, looked up): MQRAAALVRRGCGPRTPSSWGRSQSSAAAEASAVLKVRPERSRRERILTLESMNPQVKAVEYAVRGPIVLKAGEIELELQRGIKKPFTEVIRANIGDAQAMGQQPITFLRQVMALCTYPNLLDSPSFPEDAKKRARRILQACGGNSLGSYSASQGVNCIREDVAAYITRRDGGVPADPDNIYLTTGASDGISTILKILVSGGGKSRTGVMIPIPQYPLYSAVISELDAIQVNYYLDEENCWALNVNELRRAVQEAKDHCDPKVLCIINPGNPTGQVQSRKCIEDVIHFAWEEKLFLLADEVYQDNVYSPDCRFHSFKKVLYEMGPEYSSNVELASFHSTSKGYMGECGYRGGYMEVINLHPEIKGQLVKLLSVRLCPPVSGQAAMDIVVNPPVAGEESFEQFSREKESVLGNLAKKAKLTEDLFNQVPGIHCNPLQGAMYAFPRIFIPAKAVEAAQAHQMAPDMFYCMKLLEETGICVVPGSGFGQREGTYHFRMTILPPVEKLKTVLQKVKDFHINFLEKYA
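Inhibition is scored from Amplex Red fluorescence generated when pyruvate oxidase and HRP act on pyruvate released by GPT2. Reactions contain 10ng/uL enzyme, 250uM a-KG and 2mM L-alanine and run 30 min at room temperature.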
The depositor's hits bear a star; i = inactive; ? = inconclusive; / = no result given; [ ] = remark or other dose. Unless noted, the call rests on the fitted dose curve; in most records, active means well fitted curve in the direction sought with a large enough effect; inconclusive means small, poorly fitted or top-dose-only effect, or another doubt; inactive means no such curve, though single readings can be large; an effect the other way counts as inactive or inconclusive. Unless noted, on the % scale 0 is the no-effect control and ±100 the full control effect. The list is partial; rates above refer to the full screens.

SMILES	IP6K1 inhibitor	SNCA expr inhib	HEK cytotox	SNCA viab count	Luciferase inh	NIH3T3 tox	GPT2 inhibitor
CCOCCCNC(=O)c1cc(=O)[nH]c2ccc(S(=O)(=O)N3CCCC3)cc12	20	-5%	/	9%	/	/	/
c1ccc2c(c1)CCN(Cc1ccc3c(c1)CNCCO3)C2	0	-29%	?	-26%	-5%	-29%	3%
Cc1ccc(NC(=O)CN2C(=O)CCc3cc(S(=O)(=O)N4CCOCC4)ccc32)cc1F	-5	4%	/	-14%	/	/	/
COc1ccccc1NC(=O)C1CN(S(C)(=O)=O)CC12CCCCC2 (centres undefined)	15	2%	3%	6%	-2%	i	2%
O=C1NCCC[C@@H]1NC(=O)[C@H]1CN(C(=O)NC2CCCCC2)CCN1C(=O)c1cncnc1	13	-7%	i	-9%	1%	i	i
COCCCNC(=O)N1CCC(N2C(=O)C3(CCCC3)C2c2ccccc2)CC1 (centres undefined)	-1	13%	i	5%	/	-15%	i
COc1ccc(F)cc1-c1cccc(C(=O)NCC(=O)NCCC2CCCCC2)c1	-2	/	?	/	/	?	/
Cn1nc(C2CCCC2)cc1NC(=O)c1cccc(Cl)c1	6	-13%[87.6 µM]	?	-10%[87.6 µM]	/	?	i
COc1ccccc1-c1nccc2c(=O)cc(-c3ccccn3)oc12	-17	?	?	-16%[87.6 µM]	8%[172 µM]	?	?
CCCN(c1c(C)n(C)n(-c2ccccc2)c1=O)S(=O)(=O)c1ccc(C)cc1	10	11%	/	3%	/	/	/
CC(C)CN1C(=O)c2ccccc2C(C(=O)NC(C)C)C12CCCC2 (centres undefined)	20	-8%	?	4%	-2%	-12%	-7%
O=C(c1cc2ccccc2oc1=O)N(Cc1cccc(Cl)c1)C1CCS(=O)(=O)C1 (centres undefined)	9	4%	/	-18%	/	/	/
O=C(C1CC1)N1CCC(c2nnc3n2C(C(=O)N2CCN(c4ncccn4)CC2)CC3)CC1 (centres undefined)	-2	20%	0%	-3%	/	i	-4%
COc1ccc(CNC(=O)c2c3c(nc4ccccc24)C(=O)N(C2CCCCC2)C3)c(OC)c1	10	14%	/	-5%	/	/	/
O=C(Nc1ccc2nc(SCC(=O)N3CCCc4ccccc43)sc2c1)c1ccccc1F	9	?	/	-26%	/	/	/
O=C(CC1=CCCCC1)N1CCC2(CC1)CN(c1ccncn1)CC2CO (centres undefined)	8	1%	?	-13%	-5%	-17%	i
COc1ccccc1NC(=O)c1ccc(-c2nc(COc3ccc(C)cc3)c(C)o2)cc1	5	-24%	/	-1%	/	/	/
CCCCN(CC)CCCNC(=O)CN1C(=O)CSc2ccc(S(=O)(=O)N3CCOCC3)cc21	41	3%	/	-9%	/	/	/
COc1ccc(-c2ccc3c(n2)c(=O)ncn3Cc2ccccc2)cn1	9	5%[87.6 µM]	-21%[172 µM]	-6%[87.6 µM]	-19%[172 µM]	?	i
NCCCC(=O)N1CCCC(N2CCN(Cc3ccc4c(c3)OCO4)CC2)C1 (centres undefined)	0	-17%	-26%	2%	1%	-11%	?
O=C(NCc1nncn1C1CCCCC1)C1CNCCO1 (centres undefined)	14	8%	-12%	1%	-1%	-6%	-11%
CCOc1ccccc1C(=O)Nc1cc(-c2ccc(C)cc2)no1	23	-3%	/	-9%	/	/	/
O=C(NCc1ccccn1)c1cccc2c1CCN2C(=O)C1CC1	4	13%	3%	-1%	-7%	?	-6%
Cc1ccc(Nc2ccnc(N3CCC(C(=O)NCC4CCCO4)CC3)n2)cc1 (centres undefined)	-4	32%[activator]	?	12%[12.5 µM]	/	?	3%
CCc1nonc1NC(=O)c1oc2ccc(C)cc2c1C	7	120%[activator]	/	2%	/	/	/

5 compounds drawn at random from those above:
SMILES	IP6K1 inhibitor	SNCA expr inhib	HEK cytotox	SNCA viab count	Luciferase inh	NIH3T3 tox	GPT2 inhibitor
CCc1nonc1NC(=O)c1oc2ccc(C)cc2c1C	7	120%[activator]	/	2%	/	/	/
O=C1NCCC[C@@H]1NC(=O)[C@H]1CN(C(=O)NC2CCCCC2)CCN1C(=O)c1cncnc1	13	-7%	i	-9%	1%	i	i
NCCCC(=O)N1CCCC(N2CCN(Cc3ccc4c(c3)OCO4)CC2)C1 (centres undefined)	0	-17%	-26%	2%	1%	-11%	?
CCCCN(CC)CCCNC(=O)CN1C(=O)CSc2ccc(S(=O)(=O)N3CCOCC3)cc21	41	3%	/	-9%	/	/	/
O=C(CC1=CCCCC1)N1CCC2(CC1)CN(c1ccncn1)CC2CO (centres undefined)	8	1%	?	-13%	-5%	-17%	i

(cont.)
SMILES	IP6K1 inhibitor	SNCA expr inhib	HEK cytotox	SNCA viab count	Luciferase inh	NIH3T3 tox	GPT2 inhibitor
CC1(O)CCCC2(C)C1CCC13CC(CO)C(CCC12)C3 (centres undefined)	-1	/	/	-11%	/	/	i
O=C(c1cccc(Cl)c1)N1CCC2(C1)NC(=O)N(Cc1ccc(F)cc1)C2=O (centres undefined)	-12	-32%	?	3%	-5%	?	i
CCc1ccc(C2CC(=O)Nc3c2c(=O)n(C)c2ncnn32)cc1 (centres undefined)	26	4%	/	10%	/	/	/
COc1cccc(CNC(=O)c2ccc3c(c2)CC(=O)N3Cc2cccc(F)c2)c1OC	-19	48%[activator]	?	-2%	?	?	i
Fc1ccc(Nc2nc(Nc3ccc(F)cc3)nc(N3CCOCC3)n2)cc1	13	-15%	/	-8%	/	/	/
COc1ccc(CC(=O)N2C[C@@H](CO)[C@H](c3nc(C)no3)C2)cc1	-14	-10%	i	0%	6%	4%	?
CNC(=O)[C@@H]1CN(C(=O)Cn2c(=O)oc3ccccc32)C[C@H]1c1n[nH]c(C)n1	7	9%	4%	-7%	-14%	-14%	i
O=C1CCN(C(=O)[C@H](Cc2ccccc2)NC(=O)c2cccs2)CCCOCCN1	3	-1%	-23%	-2%	-2%	-12%	i
CCOC(=O)c1cc(-c2ccc(OC)cc2)n(CCC(=O)Nc2ccccc2OC)c1C	-6	?	/	-6%	/	/	/
O=C(NCc1ccc(Cl)cc1)NCc1noc2ccccc12	-13	81%[activator]	/	2%	/	/	/
COc1ccc(CCc2nc3nccc(-c4cccs4)n3n2)cc1OC	-5	7%	?	?	-15%	?	2%
Cc1ccc(S(=O)(=O)c2nc(-c3cccs3)oc2SCc2ccc(F)cc2)cc1	-1	17%	/	0%	/	/	/
O=C1N(c2ccccc2)c2ccccc2C12CCN(Cc1ccc(F)cc1)C2 (centres undefined)	-3	-22%	?	-17%	/	?	i
OCc1cccc(-c2ccc3ncc(Nc4ccccc4Cl)n3n2)c1	-22	30%[activator][87.6 µM]	89µM*	-3%[87.6 µM]	22µM*	?	-26%[88.5 µM]
Cc1c(C(=O)NCc2ccc(F)cc2)sc2nc(-c3ccccc3)cn12	11	?	/	-14%	/	/	/
COC(=O)c1c(NC(=O)c2cc(=O)c3ccc(C)c(C)c3o2)sc2c1CCCC2	2	-6%	/	3%	/	/	/
O=C1Nc2ccc(-c3cccs3)cc2C(=O)N2CC[C@H](NS(=O)(=O)c3ccc(Cl)cc3)C[C@@H]12	-5	-10%	?	-1%	12%	?	-6%
COC(=O)c1ccccc1NC(=O)Cn1c(=O)cc(C)c2c(C)nn(-c3cccc(Cl)c3C)c21	24	31%[activator]	/	14%	/	/	/
Cc1cc(C)c2[nH]c(C(=O)NCc3nc(-c4ccccn4)no3)c(C)c2c1	-2	10%	?	23%	?	?	i
Cc1cccc(NC(=O)c2ccc(N3CC4CC(C3)[C@H]3CCCC(=O)N3C4)nc2)c1 (some centres undefined)	-5	-8%	5%	-12%	3%	4%	-9%
CCCCN(Cc1ccccc1)S(=O)(=O)c1ccc2c(c1)CC(C)N2C(=O)CC (centres undefined)	2	-10%	/	11%	/	/	/
S=C(c1ccc(-c2ccc(Cl)c(Cl)c2)o1)N1CCCCC1	-13	/	/	-8%	/	/	3%
Cc1ncsc1CCC(=O)N[C@@H]1COCC[C@@H]1OCc1cscn1	6	4%	-13%	-3%	-4%	-6%	-18%
Cc1cccc(NC(=O)Nc2ccc(C)n(CC(=O)NC3CCCCC3)c2=O)c1	0	67%[activator]	-2%	4%	?	-5%	-10%
NC(=O)Nc1ccc(S(=O)(=O)NCc2cc3n(n2)CCCNC3)cc1	9	-16%	-4%	-10%	0%	2%	2%

Given with two lines to a compound: 3 of the compounds above
Values in the order – IP6K1 inhibitor | SNCA expr inhib | HEK cytotox | SNCA viab count | Luciferase inh | NIH3T3 tox | GPT2 inhibitor
- O=C(NCc1ccc(Cl)cc1)NCc1noc2ccccc12
  -13 | 81%[activator] | / | 2% | / | / | /
- O=C(c1cccc(Cl)c1)N1CCC2(C1)NC(=O)N(Cc1ccc(F)cc1)C2=O (centres undefined)
  -12 | -32% | ? | 3% | -5% | ? | i
- Cc1cc(C)c2[nH]c(C(=O)NCc3nc(-c4ccccn4)no3)c(C)c2c1
  -2 | 10% | ? | 23% | ? | ? | i

(more compounds)
SMILES	IP6K1 inhibitor	SNCA expr inhib	HEK cytotox	SNCA viab count	Luciferase inh	NIH3T3 tox	GPT2 inhibitor
Cc1cnc(C(=O)N2CCCC2c2nc(CCOc3ccc(F)cc3)no2)cn1 (centres undefined)	28	-1%	?	-4%	7%	-24%	i
CC(c1cccs1)N(C)Cc1ccnn1C (centres undefined)	-6	-11%[87.6 µM]	2%[230 µM]	10%[87.6 µM]	7%[230 µM]	-3%[174 µM]	i
COc1ccc(CNC(=O)c2ccc(N3CCCC3)c(NC(=O)NCc3ccc(F)cc3)c2)cc1	-7	15%	/	-5%	/	/	/
CCOc1ccccc1NC(=O)N1CCCN(S(C)(=O)=O)C(c2ccccc2)CC(=O)NCC1 (centres undefined)	-5	6%	i	3%	7%	-10%	i
CCOc1ccc(CC(=O)Nc2cccc(-c3nnc4n3CCCC4)c2)cc1	0	13%	?	-3%	-22%	?	i
CCOc1ccccc1NC(=O)N1CCc2c(sc(C)c2CC)C1c1ccccc1 (centres undefined)	2	-29%	/	-8%	/	/	/
c1ccc(Cn2cc(CN3CCN(c4ccncc4)CC3)c(-c3cc4ccccc4o3)n2)cc1	-2	-13%	40µM*	-19%	-4%	28µM*	-3%
Cc1c(Cl)cccc1NC(=O)Nc1c[nH]c(=O)[nH]c1=O	8	-15%	/	8%	/	/	/
COc1ccc(CN2CCN3C(=O)N(Cc4ccc(C)cc4)C[C@H]3C2)cc1	-2	-28%[87.6 µM]	?	-3%[87.6 µM]	-8%[172 µM]	?	-36%[88.5 µM]
CC(NC(=O)c1cn(C2CCC(N)CC2)nn1)c1ncnn1C (centres undefined)	6	40%[activator]	?	5%	-18%	0%	-8%
COc1ccc(-n2c(=O)c(C(=O)NCc3ccc(F)cc3)nc3cccnc32)cc1	5	-2%	?	-4%	/	?	i
